Lamin A splicing – modulators of lamin A splicing. HeLa LMNA splicing GFP/RFP minigene ratio, 48 h. Potency, µM (doses to about 46.1 µM), for the others: at the top dose ratio change, negative = inhibition, usual class: inhibitors. 200,000 compounds, 0.01% hits; active = well fitted inhibition curve with a large enough effect in the signal ratio, with a control signal flat, not every such curve was filed as active; inconclusive = small, poorly fitted or top-dose-only effect, or effect the other way, or a change in a side signal; the % refers to the signal ratio; also: % is scaled to controls: 0 for no effect and ±100 for the full control effect
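Read-out is the ratio of GFP to DsRed2 object intensity, acquired by 488 nm laser-scanning cytometry on HeLa lamin A-EGFP minigene reporter cells. Compound incubation 48 hrs at 37 °C in Opti-MEM with 2% FBS; DMSO 0.5% final.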
Epigenetic reg – regulators of epigenetic silencing causing reporter derepression in mouse cells; murine LDR cells, GFP reporter derepression, 30 h; Potency, µM (series often up to 53.9 µM), inactives show at the top dose GFP activation, hits mostly activators; 280,000 compounds, 0.2% hits; AID 1865; active = well fitted activation curve with a large enough effect; inconclusive = small, poorly fitted or top-dose-only effect; also: % of control where 0% means no effect; nearly all actives have a fitted effect of over 60% in size
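GFP-positive cell count by laser-scanning cytometry (objects 20–120 um) after 30 h, 37 C compound exposure of murine LDR cells; reporter is CMV-GFP integrated at a silenced locus, inducible by HDAC or DNMT inhibitors.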
The depositor's hits bear a star; u = inconclusive; [ ] = dose if it differs, or a comment. Potency is read from the fitted curve at half-maximal effect. These rows are one share of the data. The share of hits here may be higher or lower than overall.

Each structure is followed by: Lamin A splicing	Epigenetic reg
1	CC(=O)Nc1ccc(S(=O)(=O)Nc2cccc(-c3ccc(N4CCC(C)CC4)nn3)c2)cc1
  -4.7%[46 µM]	-1.7%
2	CCOc1ccccc1CNC(=O)c1cccc(NC(=O)c2nsc3ccccc23)c1
  u	-1.6%
3	Cc1ccc(-n2nnnc2CNC(=O)C2CC(=O)N(c3ccccc3)C2)cc1C (stereo not given)
  9.1%[46 µM]	-1.4%
4	CCOC(=O)C1CCC(CN(Cc2ccc(OC)cc2)S(=O)(=O)c2ccc(F)c(C(=O)Nc3c(C)cccc3C)c2)CC1 (stereo not given)
  10.8%[46 µM]	5.4%
5	COc1ccc(CNC(=O)c2ccc3c(c2)nc2n3CCCCC2)c(OC)c1
  u	3.4%
6	CC(=O)c1ccc(NS(=O)(=O)c2ccc3[nH]c4c(c3c2)CCCC4)cc1
  -14.1%[46 µM]	-0.2%
7	O=C(Nc1cc(F)ccc1F)N1CCC(CN2CCOCC2)CC1
  -4.8%[46 µM]	-1.2%
8	CC1=C(C(=O)Nc2ccccc2C)C(c2ccccn2)n2ncnc2N1 (stereo not given)
  -8.7%[46 µM]	0.0%
9	Cc1ccc(-n2ncc3c(NCCCc4ccccc4)ncnc32)cc1C
  -11.4%[46 µM]	2.4%
10	COc1ccc(OC)c(CCNC(=O)c2c3c(nc4ccccc24)C(=O)N(C2CCCCC2)C3)c1
  -10.6%[46 µM]	0.0%
11	CCn1c2ccc(F)cc2c2nnc(SCCN3CCCCC3)nc21
  u	0.8%
12	Cc1ccc(-c2cc(C(=O)Nc3c(C(=O)c4ccc(C)c(F)c4)oc4ccccc34)no2)cc1
  16.3%[46 µM]	-1.6%
13	O=C(Nc1ccc(F)cc1)c1ccc(-n2cnnc2)cc1
  20.5%[46 µM]	-1.1%
14	COc1ccc(C2CC(=O)N(Cc3ccccc3)c3c2c(C)nn3-c2nc(C)cc(C)n2)c(OC)c1 (stereo not given)
  17.9%[46 µM]	-2.4%
15	Cc1cc(Nc2ccccc2C)nc(-n2nc(C)cc2C)n1
  u	2.3%
16	CCOC(=O)c1sc2ccccc2c1S(=O)(=O)Nc1ccc(N(C)C)cc1
  u	0.0%
17	CC1=C(c2ccc(C)c(C)c2)S(=O)(=O)N=C1N1CCC(C(=O)Nc2ccc(Cl)cc2)CC1
  28.9%[46 µM]	15.1%
18	Cc1cc(C)c2nc(N(Cc3cccnc3)C(=O)CCOc3ccccc3)sc2c1
  25.7%[46 µM]	3.2%
19	CCOC(=O)c1cccc(NC(=O)NCCc2c(C)nn(C)c2C)c1
  -4.8%[46 µM]	-1.4%
20	Cc1cc(C)c2c(=O)cc(CSCC(=O)Nc3nnc(C)s3)[nH]c2c1
  10.2%[46 µM]	6.1%
21	O=C(CN1C(=O)C2(SCC(=O)N2c2ccc(F)cc2)c2ccccc21)NCCc1ccccc1 (stereo not given)
  u	-1.3%
22	Cc1ccc(CCNC(=O)Cn2nc(-c3ccc(C)cc3)ccc2=O)cc1
  -5.5%[46 µM]	1.2%
23	COCCn1ccc2c(OCC(=O)Nc3cccc(OC)c3)cccc2c1=O
  10.9%[46 µM]	-0.1%
24	CCOc1ccc(CNC(=O)CCCn2c(=O)c3cccn3c3ccc(F)cc32)cc1
  -3.3%[46 µM]	0.0%
25	COC(=O)c1c(NC(=O)c2ccc(S(=O)(=O)N(C)C3CCCCC3)cc2)sc2c1CCN(C)C2
  u	7.3%
26	CCn1nc(C)c2c(-c3ccccc3)cc(=O)n(C(C)C(=O)NCc3ccc(C)cc3)c21 (stereo not given)
  -14.1%[46 µM]	0.0%
27	O=C(Cn1c(=O)c2cccn2c2ccc(F)cc21)Nc1cccc(F)c1
  8.5%[46 µM]	u
28	Cc1nn2c(=O)cc(COC(=O)c3ccccc3NC(=O)c3cccs3)nc2s1
  u	-3.3%
29	CC(C)N(Cc1ccccc1)C(=O)CCS(=O)(=O)c1cc2c(cc1Cl)NC(=O)CO2
  8.6%[46 µM]	1.4%
30	CCOc1ccc(NC(=O)c2cc(CN3CCCC3)on2)cc1
  u	0.0%

An excerpt from above in order of count of non-hydrogen atoms, ascending:
Each structure is followed by: Lamin A splicing	Epigenetic reg
15	Cc1cc(Nc2ccccc2C)nc(-n2nc(C)cc2C)n1
  u	2.3%
20	Cc1cc(C)c2c(=O)cc(CSCC(=O)Nc3nnc(C)s3)[nH]c2c1
  10.2%[46 µM]	6.1%
9	Cc1ccc(-n2ncc3c(NCCCc4ccccc4)ncnc32)cc1C
  -11.4%[46 µM]	2.4%
24	CCOc1ccc(CNC(=O)CCCn2c(=O)c3cccn3c3ccc(F)cc32)cc1
  -3.3%[46 µM]	0.0%
10	COc1ccc(OC)c(CCNC(=O)c2c3c(nc4ccccc24)C(=O)N(C2CCCCC2)C3)c1
  -10.6%[46 µM]	0.0%

The listing continues:
Each structure is followed by: Lamin A splicing	Epigenetic reg
31	COc1cccc(CNC(=O)Cc2ccc(NC(=O)N3CCCCc4ccccc43)cc2)c1OC
  -15.1%[46 µM]	2.3%
32	Cc1ccc(CNC(=O)c2ccc(Cn3c(SCc4ccccc4F)nc4cccnc43)cc2)cc1
  -0.2%[46 µM]	-1.2%
33	Cc1ccc2c(c1)c1c(c(=O)n(-c3ccccc3)c(=O)n1CC(=O)N1CCCC1)n2C
  -14.9%[46 µM]	-1.1%
34	O=C(Cc1ccccc1)N(Cc1cccnc1)c1nc2c(F)cccc2s1
  -28.8%[46 µM]	2.4%
35	O=C(Nc1ccc(Br)cc1)c1cc(S(=O)(=O)NC2CCCC2)ccc1F
  u	0.9%
36	COc1ccc(-c2nn(-c3ccc(F)cc3F)c3c2cnc2ccc(F)cc23)cc1
  u	4.9%
37	O=C(Cn1c(=O)nc(-c2ccccc2)c2ccccc21)N1CCN(c2ccc(F)cc2)CC1
  2.0%[46 µM]	5.6%
38	COc1ccc(Cl)cc1NC(=O)CSc1nc2ccccc2c2nc(-c3ccccc3)nn12
  21.6%[46 µM]	-1.3%
39	CC1=C(C(=O)Nc2cc(Cl)ccc2C)C(c2ccccc2F)n2ncnc2N1 (stereo not given)
  u	-1.7%
40	Cc1ccc(C(=O)NCC(c2cccnc2)N2CCc3ccccc3C2)cc1C (stereo not given)
  13.7%[46 µM]	0.0%
41	CCCC(=O)OC1=CN(Cc2ccccc2)S(=O)(=O)c2ccccc21
  8.9%[46 µM]	-1.6%
42	Cc1cc(N2CCN(C)CC2)nc2ccc(NC(=O)Nc3ccc(F)cc3)cc12
  u	-1.3%
43	COC(=O)c1scc(-c2ccc(C)cc2)c1S(=O)(=O)N1CCN(c2ccccc2)CC1
  u	4.4%
44	COc1ccc(CCNC(=O)c2ccc3c(c2)sc2nc(-c4ccc(C)cc4)cn23)cc1OC
  -1.9%[46 µM]	4.2%
45	Cc1ccc(OCC(=O)Nc2ccc3nc(SCC(=O)N(C)c4ccccc4)sc3c2)cc1
  -4.9%[46 µM]	0.8%
46	Cc1nc2nc(SCC(=O)NCc3ccccc3)nn2c(C)c1Cc1ccccc1
  -17.0%[46 µM]	-3.5%
47	CCOc1ccc(N2C(=O)N(Cc3ccc(C)cc3C)c3ccccc3S2(=O)=O)cc1
  4.4%[46 µM]	-0.5%
48	Cc1nc(N2CCCC2)ncc1C(=O)NCc1ccccc1Cl
  u	-4.7%
49	CC(C)CCNC(=O)CN1C(=O)CSc2ccc(S(=O)(=O)N3CCC(C)CC3)cc21
  u	0.0%
50	O=C(Nc1ccc2nc(SCC(=O)N3CCCC3)sc2c1)c1ccc(Br)cc1
  u	-1.6%
51	COc1ccccc1NC(=O)C1=C(C)Nc2c(C(=O)Nc3ccc(F)cc3)cnn2C1c1ccc(Cl)cc1 (stereo not given)
  u	-1.3%
52	CC(C)c1ccc(Nc2cc(C(=O)NCCCN(C)Cc3ccccc3)c3ccccc3n2)cc1
  u	17.2%
53	Cc1ccc(S(=O)(=O)N2CCCc3cc(NS(=O)(=O)c4ccc(F)c(C)c4)ccc32)cc1
  u	-5.5%
54	O=C(NCC(c1ccco1)S(=O)(=O)c1cccs1)c1ccc(Cl)cc1 (stereo not given)
  7.3%[46 µM]	3.2%
55	CCOc1ccc(NC(=O)N2CCN(c3nnc(C)c4c(C)n(-c5ccccc5)nc34)CC2)cc1
  u	4.9%
56	O=C(Nc1ccc(Cl)cc1C(F)(F)F)c1cc(S(=O)(=O)N2CCOCC2)ccc1F
  -8.8%[46 µM]	-0.4%
57	COc1cc(OC)c(OC)cc1/C=C/c1nc2cc3ccccc3cc2c(=O)n1-c1ccc(Cl)cc1
  -27.2%[46 µM]	3.3%
58	CC(C)Oc1ccc(CNC(=O)C2CCN(C(=O)N3CC(C)Oc4ccccc43)CC2)cc1 (stereo not given)
  u	0.0%
59	CCc1ccc(CNC(=O)c2ccc(-n3c(C)cc4c3CCC(C)C4)cc2)cc1 (stereo not given)
  u	u
60	Cc1cccn2c(=O)cc(COc3cccc(NC(=O)COc4ccccc4)c3)nc12
  -3.3%[46 µM]	2.1%
61	CN(C)CCNC(=O)CN1C(=O)CCn2nc(-c3cn(C)c4ccccc34)cc21
  -8.7%[46 µM]	0.0%
62	Cc1nn2c(=O)cc(COC(=O)c3ccc(NC(=O)c4ccc(C(C)(C)C)cc4)cc3)nc2s1
  u	4.0%
63	Cc1nn2c(=O)cc(COC(=O)c3cccc(NC(=O)COc4ccc(C)c(C)c4)c3)nc2s1
  u	15.9%
64	CCOC(=O)c1ccccc1NC(=O)CN(c1ccccc1OC)S(=O)(=O)c1ccc(C)cc1
  0.3%[46 µM]	-2.6%
65	COc1ccc(CC(=O)Nc2nc3c(s2)CCCC3)cc1
  u	0.0%
66	CCc1ccc(Cn2c(CNS(=O)(=O)c3ccc(Cl)s3)nc3cccnc32)cc1
  15.5%[46 µM]	2.8%
67	COC(=O)c1c(NC(=O)c2ccc(S(=O)(=O)N3CCCCC3C)cc2)sc2c1CCN(C(C)C)C2 (stereo not given)
  -3.8%[46 µM]	u
68	COc1ccc(CCC(=O)NCc2nc3cccnc3n2Cc2ccccc2)cc1
  11.6%[46 µM]	2.5%
69	COc1ccc(NC(=O)Cn2ccn(-c3ccc(F)c(F)c3)c(=O)c2=O)cc1Cl
  u	1.4%
70	CCOC(=O)c1scc(-c2ccc(C)cc2)c1S(=O)(=O)Nc1cc(OC)ccc1OC
  6.1%[46 µM]	2.9%
71	Cc1ccc(NC(c2nnc(-c3ccccc3)o2)c2ccccc2F)c([N+](=O)[O-])c1 (stereo not given)
  u	1.5%
72	Cc1ccc(C(=O)NCc2ccccc2)cc1NC(=O)c1nsc2ccccc12
  u	2.0%
73	CCOc1ccc(CN2C(=O)c3ccccc3Sc3ccc(C(=O)OC)cc32)cc1
  -13.7%[46 µM]	4.4%
74	Cn1ncc2c(N3CCN(c4cccc(Cl)c4)CC3)ncnc21
  u	1.6%
75	CCc1ccc(-c2nc(CS(=O)CC(=O)NCCc3ccc(C)cc3)c(C)o2)cc1 (stereo not given)
  14.0%[46 µM]	-0.2%
76	CCOC(=O)Cn1c(=O)cc(-c2ccccc2)c2c(C)nn(C)c21
  -3.8%[46 µM]	1.5%
77	O=C(COc1ccc(F)cc1)Nc1ccc2nc(SCCOc3ccccc3)sc2c1
  18.0%[46 µM]	0.8%
78	COc1ccc(S(=O)(=O)Nc2ccc3c(c2)sc(=O)n3C)cc1Cl
  -2.9%[46 µM]	0.0%
79	COc1ccc(S(=O)(=O)Nc2ccc3c(c2)N(C(C)=O)CCC3)cc1F
  u	12.2%
80	CCc1cnc2c(c1SCC(=O)NCc1ccccc1Cl)c(=O)n(C)c(=O)n2C
  -5.9%[46 µM]	0.0%
81	COc1ccc(-c2n[nH]c3c2cnc2cc(OC)c(OC)cc23)cc1
  10.1%[46 µM]	-3.1%
82	COc1ccc(C(=O)Nc2ccc3nc(SCc4ccc(C)cc4)sc3c2)cc1
  20.3%[46 µM]	1.6%
83	Cc1ccccc1NS(=O)(=O)c1ccc2[nH]cc(C(=O)NCCc3ccccc3)c(=O)c2c1
  u	0.0%
84	COCCNC(=O)c1ccccc1NC(=O)c1nsc2ccccc12
  2.7%[46 µM]	-1.7%
85	Cc1ccn2c(=O)cc(COc3cccc(NC(=O)Nc4cccc(Cl)c4C)c3)nc2c1
  u	15.3%
86	Cc1ccccc1NC(=O)c1nc(S(C)(=O)=O)ncc1N(Cc1ccco1)Cc1sccc1C
  -7.0%[46 µM]	-0.5%
87	COC(=O)c1cc(C)nc2c1c(=O)nc(SCc1c(C)cc(C)cc1C)n2C1CC1
  -18.5%[46 µM]	5.8%
88	COc1ccccc1CNC(=O)CCc1c(C)nn(-c2ccc(N3CCCCC3)nn2)c1C
  -0.3%[46 µM]	5.9%
89	Cc1ccc2nc(COc3ccccc3NC(=O)C(C)(C)C)cc(=O)n2c1
  u	11.7%
90	O=C(NCCO)C(=O)Nc1c2c(nn1-c1ccc(F)cc1)CSC2
  15.7%[46 µM]	-0.9%

(cont.)
Each structure is followed by: Lamin A splicing	Epigenetic reg
91	CC(C)N(Cc1ccccc1)C(=O)CCS(=O)(=O)c1ccc2c(c1)oc(=O)n2C
  -11.2%[46 µM]	-1.3%
92	CC(C)CN(CC(C)C)S(=O)(=O)c1ccc(C(=O)Nc2sc3c(c2C(N)=O)CC(C)(C)NC3(C)C)cc1
  u	u
93	CCCCN(CC)CCCNC(=O)c1nn(C)c2c1CS(=O)(=O)c1ccccc1-2
  -16.3%[46 µM]	0.0%
94	O=C(COc1ccc(Cl)cc1)OCc1cc(=O)n2nc(-c3cccs3)sc2n1
  8.2%[46 µM]	0.0%

Source: PubChem BioAssay
